H9c2 TAG inh – triacylglycerol accumulation inhibition | inhibition, % at 12.5 µM | AID 651582 | 0.66% of 230,000 active | H9c2 cells, Nile Red lipid (TAG) fluorescence; cells loaded with 200 µM oleic acid;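 active = pattern-corrected inhibition of lipid staining of at least 50% with the nuclear-stain viability signal not falling by more than 50%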;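 also: 0% = DMSO wells and 100% = triacsin C control wells; some results filed as inactive read as strong as hits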
H9c2 TAG inh DAPI viability – recorded beside H9c2 TAG inh, whose call it bears; DAPI nuclei signal change (viability), lower = more cytotoxic, %;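 whole-well DAPI fluorescence read on a plate reader as a viability signal; minus 50 percent equals half of cells still viable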
The depositor's hits bear a star. A portion of the library; rates above refer to the full screens.

molecule,H9c2 TAG inh,H9c2 TAG inh DAPI viability
CC(C)C(=O)NNC(=O)CSc1nnc(-c2ccccc2)c(-c2ccccc2)n1,11,-4
CN(C)c1nc(N)nc(N(c2ccccc2)c2ccccc2)n1,-3,-4
Cc1cc(O)c(Sc2ncn[nH]2)cc1NS(=O)(=O)c1ccc(Cl)cc1,-10,-8
Nc1c(N(Cc2ccco2)C(=O)COc2ccccc2)c(=O)[nH]c(=O)n1Cc1ccccc1,-3,-2
CCOc1ccccc1N1CCN(S(=O)(=O)c2cc(C)ccc2OC)CC1,-5,1
COc1ccccc1OCCNC(=O)Nc1ccc(Br)cc1,-17,6
N#C/C(=N\Nc1ccc(S(=O)(=O)N2CCc3ccccc32)cc1)C(N)=S,-2,1
CCCCCCC(=O)Nc1c(O)c2ccccc2[nH]c1=O,6,4
O=C(NCC1CCCO1)/C(=C\c1cccc([N+](=O)[O-])c1)NC(=O)c1ccccc1 (stereo not given),-1,2
COc1ccc(C2=Nn3c(nnc3-c3ccccc3OC)SC2)cc1OCC1CC1,25,3
COc1cc(NC(=O)c2cccs2)cc(OC)c1,2,0
COc1ccc(CC(=O)N2CCN(S(=O)(=O)c3cccs3)CC2)cc1OC,5,10
O=S(=O)(c1cnc[nH]1)N1CCN(c2ccc(Cl)cc2)CC1,5,0
CC(=O)NC(c1ccccc1)c1nc(-c2cccc(C(F)(F)F)c2)cs1 (stereo not given),-8,-10
COCCNC(=O)C[C@@H]1C[C@H]2c3cc(NC(=O)Nc4ccc(F)cc4)ccc3O[C@H]2[C@H](CO)O1,0,-5
C[n+]1ccn(CC(=O)c2cc(C(C)(C)C)c(O)c(C(C)(C)C)c2)c1,5,4
CCCn1c(N)c(N(CCOC)C(=O)/C=C/c2cccc(Cl)c2)c(=O)[nH]c1=O,-42,3
CCn1ncc(C2=NOC(C(=O)Nc3cccc(O)c3)C2)c1C (stereo not given),-5,6
Cc1ccc(NC(=O)CCC(=O)N/N=C/c2coc3ccccc3c2=O)cc1,0,-1
COc1ccc(C(CNC(=O)c2ccc(Cl)c(NC(=O)c3cccs3)c2)N2CCCC2)cc1 (stereo not given),37,-9
CN1C(=O)c2ccccc2C(C(=O)O)C1c1cccc(F)c1 (stereo not given),0,1
CCN(CC)S(=O)(=O)c1ccc(OC)c(NC(=O)c2cccs2)c1,14,-21
CC(C)CCNC(=O)C1c2ccccc2Oc2ccccc21,-13,-7
N#C/C(=C\c1ccncc1)c1nc2ccccc2c(=O)[nH]1,-12,-1
CCOC(=O)C1CCCN(Cc2ccc(OC)c(OCc3ccccc3)c2)C1 (stereo not given),-16,-1
COc1cc2cc(CN(C(=O)NC3CCCCC3)C3CCCC3)c(=O)[nH]c2cc1OC,28,-14
O=C(c1ccc(-c2nnc(-c3ccccc3)o2)cc1)N1CCCCCC1,3,-10
CC(C)c1ccc(NC(=O)NCc2ccccn2)cc1,0,-4
CCOC(=O)C(C(C)=O)c1nc(C)nc2c1nnn2Cc1ccccc1Cl (stereo not given),-4,-5
O=S(=O)(O)c1ccc(Cl)c(Cl)c1,4,0
O=C(Cc1ccc(-n2c(=O)c3sccc3n(Cc3ccc(F)cc3)c2=O)cc1)NCc1ccco1,5,-3
COc1ccc(OC)c(S(=O)(=O)N2CCC3(CC2)OCCN3S(=O)(=O)c2ccccc2)c1,3,-7
CC(C)=CCc1c(C)nc2ccccc2c1C(=O)O,2,0
CCCNC(=O)C1(C)CCN(C(=O)c2ccc(OC(F)F)cc2)C1 (stereo not given),-8,5
CCCNC(=O)c1cc2c(C(F)(F)F)nn(C)c2s1,-6,-1
CCC(=O)c1ccc(OCC(=O)N(CC)CC(=O)Nc2ccccc2OC)cc1,-20,1
Cc1ccc(S(=O)(=O)N2C[C@H]3C(=O)C[C@@H](c4ccc(Cl)cc4)N(S(=O)(=O)c4ccccc4C)[C@H]3C[C@H]2c2ccc(Cl)cc2)cc1,24,-1
CCOCCCNC(=O)C(NC(=O)Cc1cccs1)c1ccc(Cl)cc1 (stereo not given),-7,0
CC(C)CC(=O)NC(=S)Nc1ccc(N2CCOCC2)c(Cl)c1,4,0
Cc1cc(-c2ccccc2)nc(=O)[nH]1,0,3
CC(C)N(C)c1ncnc2c1ncn2[C@H]1CN(Cc2cccnc2)C[C@@H](CO)O1,3,-3
Cc1ccc(NC(=O)CN2CCCCCC2)cc1[N+](=O)[O-],12,4
CCCS(=O)(=O)N1CCCC(C(=O)Oc2ccc(C)c(C)c2)C1 (stereo not given),-4,2
CCCOc1ccccc1OCC(=O)Nc1ccc(S(=O)(=O)N2CCCCC2)cc1,-24,-3
CCOC(=O)c1ccc2c(c1)nc(SCC(=O)N1CCOCC1)n2CC,10,7
N#Cc1cc(-c2ccccc2)c[nH]c1=O,-12,10
Cc1ccc(C(=O)N/C(=C\c2cccs2)C(=O)N2CCN(C)CC2)cc1C,4,2
Nc1cc(S(=O)(=O)Nc2ccccc2Cl)ccc1N1CCCCC1,-25,4
CCOc1ccccc1NC(=O)c1ccc(-n2cncn2)nc1,3,5
O=C1C2CC=CCC2C(=O)N1c1ccc(NCCc2ccc(O)cc2)c([N+](=O)[O-])c1 (stereo not given),-2,4
CCCn1cc(SCC(=O)Nc2cc(C)on2)c2ccccc21,10,-3
CC(C)N(C(=O)CSc1nc2ccccc2n1Cc1ccc(F)cc1)C(C)C,23,7
CCN(CC)S(=O)(=O)c1ccc(Cl)c(C(=O)NC)c1,-4,-4
CCOc1cc(C(=O)NCc2ccccc2)ccc1OCC(=O)N1CCOCC1,0,-9
CC1(C)NC(=O)N(CC(=O)N2CCN(c3ccc([N+](=O)[O-])cc3)CC2)C1=O,0,1
CN(c1ccc(OCC(=O)OCC(=O)Nc2ccc(OC(F)F)cc2)cc1)S(=O)(=O)c1cccs1,-22,0
COc1cccc(-c2cc(C(=O)Nc3ccncc3)c3ccccc3n2)c1,-9,4
O=C(NCc1ccccc1Cl)c1cnn2cccnc12,19,-15
Cc1cccc(NC(=O)CN2CCN(C(=O)CN3C(=O)NC4(CC(C)CC(C)(C)C4)C3=O)CC2)c1C (stereo not given),-16,-5
O=C(CCNC(=O)c1ccccc1Cl)NCCC1=CCCCC1,11,-4

Reprinted from the listing (2 entries):
molecule,H9c2 TAG inh,H9c2 TAG inh DAPI viability
CCCOc1ccccc1OCC(=O)Nc1ccc(S(=O)(=O)N2CCCCC2)cc1,-24,-3
CCOC(=O)c1ccc2c(c1)nc(SCC(=O)N1CCOCC1)n2CC,10,7

New compounds follow.
The line under a structure holds: H9c2 TAG inh, H9c2 TAG inh DAPI viability
- O=C(Nc1ccc2c(c1)OCCO2)c1cc2sccc2n1Cc1ccccc1
→ 60*, -11*
- CCC1(CC)C(=O)C2=C3C1[C@H](C(=O)OC)C=C(C(=O)OC)C[C@H]3[C@H]1C(=O)N(CC(=O)OC)C(=O)[C@H]1[C@H]2C (stereo not given in full)
→ 0, -4
- COc1cccc(NC(=O)C2(C)CCN2Cc2ccc3ccccc3c2)c1 (stereo not given)
→ -11, 9
- O=C(O)c1cccc(NC(=O)c2cc(NC(=O)c3ccccc3)cc(NC(=O)c3ccccc3)c2)c1
→ -3, 1
- Cc1cc(C)cc(C(=O)NC(=S)Nc2cccnc2)c1
→ 17, -7
- COc1ccc(C(=O)OCC(=O)c2ccc(S(=O)(=O)N3CCCCC3)cc2)c(OC)c1
→ -8, 2
- O=C(NC(c1ccc(F)cc1)c1ccc2ccccc2n1)C1CCN(Cc2ccc(Oc3ccccc3)cc2)CC1 (stereo not given)
→ 27, 1
- CC(C(=O)NCC1CCCCC1)N(C)Cc1cccc(Cl)c1 (stereo not given)
→ -15, 15
- COc1ncnc2c1ncn2CCCN1CCN(c2ncccn2)CC1
→ 5, -5
- O=C(CC1CCCC1)NNC(=O)c1ccccc1O
→ 18, -33
- Nc1c(NCCC2=CCCCC2)c(=O)[nH]c(=O)n1Cc1ccccc1
→ 5, 0
- CC(C)(C)c1nc2scc(-c3cccs3)c2c(=O)o1
→ -1, 9
- COc1ccccc1OCC(=O)N1CCN(C(=O)c2ccco2)CC1
→ 4, 3
- CN(C)S(=O)(=O)c1cccc(NC(=O)CNc2cccc(S(=O)(=O)N3CCCCC3)c2)c1
→ -16, 14
- COc1ccc(C(=O)Nc2ccccc2-c2nnn(CC(N)=O)n2)cc1
→ 10, -1
- S=C(NCc1ccc2c(c1)OCO2)NC1CC1
→ -14, 8
- CC(=O)N1CCOCC1c1cc(C(=O)Nc2ccccc2)no1 (stereo not given)
→ -1, 111
- CCC(C)(C)NC(=O)CC(c1ccc(OC)cc1)n1cccc1 (stereo not given)
→ 2, -7
- Cc1ccc(C(NC(=O)N2CCOCC2)C(Cl)Cl)cc1F (stereo not given)
→ 1, -3
- O=C(NCc1ccccc1Cl)C(=O)NCC1CCCN1S(=O)(=O)c1cccs1 (stereo not given)
→ 6, 1
- COc1ccc(/C=C/C(=O)OCC(=O)c2c[nH]c3ccccc23)cc1
→ -31, 3
- C=CC[C@@H](CC(=O)NCCO)C(=O)NC[C@@H](OC(=O)[C@H](CC=C)CC(=O)OC(C)(C)C)c1ccccc1
→ 1, -5
- COc1ccc(N2CCN(C(=O)c3cccc(F)c3)CC2)c([N+](=O)[O-])c1
→ 8, -2
- Cc1cc(C)n(CC(O)CN(c2cccc([N+](=O)[O-])c2)S(=O)(=O)c2ccccc2)n1 (stereo not given)
→ -7, -3
- Cc1ccc(Cl)cc1NC(=S)N(Cc1cccs1)C1CCCC1
→ -24, 3
- O=C(Cc1ccc(Cl)cc1)NCCc1ccc(F)cc1
→ -15, 0
- CCO[C@@H]1OC(C(=O)NC2CC2)=C[C@H](c2ccc3c(c2)OCO3)[C@H]1CCCO
→ 5, -13
- O=C(O)c1[nH]c2ccccc2c1C=NCc1ccccc1Cl
→ 7, 2
- O=C(O)C1CCN(S(=O)(=O)c2cccnc2)CC1
→ 0, -12
- CC1CCC2(CC1)NC(=O)N(CC(=O)Nc1ccc(F)cc1)C2=O (stereo not given)
→ -19, -5
- CCOc1ccc(C(=O)OCC(=O)NCC2CCCO2)cc1 (stereo not given)
→ 2, -5
- CCc1nc(SCC(=O)Nc2ccccc2C)n[nH]1
→ 2, 0
- O=C(NNc1ccccc1C(F)(F)F)c1cccs1
→ -12, -1
- Fc1cccc2sc(Nc3nnc(-c4ccccc4)o3)nc12
→ -25, 2
- CC(C)OCCCn1c(SC(C)C(=O)NCC2CCCO2)nc2cc(Cl)ccc2c1=O (stereo not given)
→ 12, 0
- Cc1ccc(F)cc1NC(=O)CN1C(=O)NC(C)(c2ccc3c(c2)OCCO3)C1=O (stereo not given)
→ 37, -11
- Cc1c(F)cccc1NS(=O)(=O)c1ccc(OCCNS(C)(=O)=O)cc1
→ 5, -4
- COc1cc(C(=O)NCCC2=CCCCC2)ccc1OC1CCN(C(C)=O)CC1
→ 1, 2
- Cc1cc(=O)c(C(=O)O)nn1-c1ccc(Cl)cc1
→ -1, 9
- O=C(N/N=C/c1cn(-c2ccccc2)nc1-c1cc2ccccc2o1)c1c[nH]c2ccccc12
→ 59*, -26*

Ordered by formula weight (smallest number first): part of the list above
The line under a structure holds: H9c2 TAG inh, H9c2 TAG inh DAPI viability
- CCc1nc(SCC(=O)Nc2ccccc2C)n[nH]1
→ 2, 0
- O=C(NNc1ccccc1C(F)(F)F)c1cccs1
→ -12, -1
- CCOc1ccc(C(=O)OCC(=O)NCC2CCCO2)cc1 (stereo not given)
→ 2, -5
- Fc1cccc2sc(Nc3nnc(-c4ccccc4)o3)nc12
→ -25, 2
- Cc1ccc(F)cc1NC(=O)CN1C(=O)NC(C)(c2ccc3c(c2)OCCO3)C1=O (stereo not given)
→ 37, -11
- CC(C)OCCCn1c(SC(C)C(=O)NCC2CCCO2)nc2cc(Cl)ccc2c1=O (stereo not given)
→ 12, 0

Other records follow.
The line under a structure holds: H9c2 TAG inh, H9c2 TAG inh DAPI viability
- CSCC[C@H](NC(=O)CCCn1nnc2ccccc2c1=O)C(=O)O
→ -8, 8
- S=C(NCCN1CCOCC1)Nc1ccc(Cl)cc1
→ 0, 11
- O=C(Nc1c(Cl)cc(Cl)cc1C(=O)NCc1cccnc1)c1ccc(Cl)cc1Cl
→ 16, 11
- CCn1c(=O)ccc2cc([N+](=O)[O-])ccc21
→ -1, 10
- CC(C)CN(C(=O)COC(=O)Cc1c[nH]c2ccccc12)c1c(N)n(Cc2ccccc2)c(=O)[nH]c1=O
→ 0, -6
- O=c1nc2n(c3c4c(sc13)CCC4)CCC2
→ -16, 7
- Nc1nc2c3ccccc3nc(C3CC3)n2n1
→ 6, 0
- O=C1c2cc(Br)ccc2OC2C=CC=CC12 (stereo not given)
→ 4, -5
- Cn1ccnc1SCC(=O)N(C1CCCCC1)C1CCCCC1
→ 26, -10
- Cc1ccc(C)c(S(=O)(=O)NC(CC(C)C)C(=O)O)c1 (stereo not given)
→ -48, 6
- COCCNc1nc(C)cc(-c2cc(C(=O)Nc3ccccc3)on2)n1
→ -10, 1
- CC1CCN(C(=O)C2(NC(=O)Nc3cccc(F)c3)CCCCC2)CC1
→ 16, 2
- CCCCC(=O)Nc1cc(C)c(NC(=O)c2cccs2)cn1
→ 0, -6
- COc1ccc(NC2CCCN(C(=O)CCc3cn[nH]c3)C2)cc1 (stereo not given)
→ -2, -2
- O=C(Nc1ccc(COc2ccccc2)cc1)Oc1ccccc1N1CCOCC1
→ -17, 9
- CCN(C(=O)COC(=O)/C=C/c1cnc2ccccc2n1)C1CCS(=O)(=O)C1 (stereo not given)
→ -5, 1
- CN(C)S(=O)(=O)c1ccc(NC(=O)COC(=O)C2COc3ccccc3O2)cc1 (stereo not given)
→ -7, -14
- CCOC(=O)C1=C(C)N=c2s/c(=C/c3ccc(OCC(=O)O)cc3)c(=O)n2C1c1cc(OC)c(OC)c(OC)c1 (stereo not given)
→ 7, -22
- O=C(CSc1ccccn1)NCc1ccc2c(c1)OCO2
→ 2, 0
- O=C(/C=C/c1ccc([N+](=O)[O-])cc1)OCC(=O)c1ccc[nH]1
→ 3, -1
- COc1ccc(C(=O)NCC(=O)OCC(=O)N2CCC(C)CC2)cc1OC
→ 3, 2
